Assay outcomes as filed in PubChem.
sPLA2-III inh = human group III sPLA2 inhibitors, primary screen, biochemical, QFRET, BODIPY PC-A2 liposome substrate | Group 3 secretory phospholipase A2 (Homo sapiens), Q9NZ20 | inhibition, % at 12.2 µM | QFRET BODIPY PC-A2 liposome hydrolysis, fluorescence | AID 743126, 2013 | 370,000 tested, 0.56% active;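 active = inhibition above mean plus 3 SD of compounds lying within the high and low control bounds, cut at about 19% in these data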;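 note: 0% = median of test compound wells and 100% = no enzyme DMSO wells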
Target sequence (Q9NZ20 whole entry, looked up): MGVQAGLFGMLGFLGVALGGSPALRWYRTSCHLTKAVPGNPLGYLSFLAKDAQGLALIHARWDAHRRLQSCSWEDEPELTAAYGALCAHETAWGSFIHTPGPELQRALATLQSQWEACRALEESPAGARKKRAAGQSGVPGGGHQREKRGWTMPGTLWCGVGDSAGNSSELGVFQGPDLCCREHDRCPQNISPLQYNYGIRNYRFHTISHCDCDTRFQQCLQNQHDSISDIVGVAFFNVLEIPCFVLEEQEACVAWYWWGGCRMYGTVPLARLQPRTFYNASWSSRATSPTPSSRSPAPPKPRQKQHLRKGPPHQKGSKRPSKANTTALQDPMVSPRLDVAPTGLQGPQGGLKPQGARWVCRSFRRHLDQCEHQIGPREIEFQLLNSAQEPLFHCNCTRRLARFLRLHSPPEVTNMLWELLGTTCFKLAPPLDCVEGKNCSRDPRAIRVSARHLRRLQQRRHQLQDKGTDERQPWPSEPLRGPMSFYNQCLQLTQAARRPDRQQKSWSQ
NPR1 activator = GC-A stimulated cGMP production enhancers – HEK293 GC-A cells, cGMP TR-FRET, EC30 ANP, primary screen. Atrial natriuretic peptide receptor 1 (Homo sapiens), P16066. 0% at EC30 ANP, 100% saturating ANP. activation, % at 10 µM. 370,000 tested, 0.14% active. AID 1671463, 2021; in the data active = activation above about 40%
KLK7 zymogen act = proKLK7 zymogen activators, primary screen, biochemical, fluorescence intensity; Kallikrein-7 (Homo sapiens), P49862; purified proKLK7, EDANS-DABCYL substrate fluorescence; 100% is mature enzyme control, 0% vehicle; activation, % at 7 µM; 370,000 tested, 0.9% active; AID 652039, 2013;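 active = activation above the mean of all tested compounds plus 3 SD, computed per campaign excluding outliers beyond control limits, cut at about 13% in these data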
Target sequence (P49862 whole entry, looked up): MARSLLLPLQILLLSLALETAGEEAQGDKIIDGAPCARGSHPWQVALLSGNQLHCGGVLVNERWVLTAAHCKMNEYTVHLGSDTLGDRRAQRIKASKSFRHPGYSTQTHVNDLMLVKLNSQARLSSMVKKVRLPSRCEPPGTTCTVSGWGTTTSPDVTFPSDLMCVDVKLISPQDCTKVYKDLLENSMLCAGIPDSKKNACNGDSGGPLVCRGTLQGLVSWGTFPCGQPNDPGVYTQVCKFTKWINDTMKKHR
FXN GAA850 act = FXN promoter activators, primary screen, cell-based, luciferase luminescence, HEK293 lucGAA850; HEK293 lucGAA850 FXN promoter luciferase reporter, 24 h; percent of 10 µM SAHA response; activation, % at 6 µM; 360,000 tested, 0.56% active; AID 540364, 2011;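 active = activation above the average of all compounds screened plus 3 SD, cutoff fixed separately per campaign, cut at about 7.5% in these data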;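 note: 0% = DMSO wells and 100% = 10 µM SAHA wells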
SMARCA2 activ = SMARCA2 (BRM) function activators, primary screen, cell-based, luminescence, high throughput; MG213 cells, MMTV-luciferase reporter, dexamethasone, overnight; activation, % at 9.1 µM; 370,000 tested, 1% active; AID 652017, 2013; in the data active = activation above about 7.8%;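 note: 0% = vehicle wells and 100% = reference activator wells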
NPR2 activator = human GC-B receptor activators, primary screen, HEK293 GC-B cells, cGMP TR-FRET, EC30 CNP; Atrial natriuretic peptide receptor 2 (Homo sapiens), P20594; 0% at EC30 CNP, 100% saturating CNP; activation, % at 10 µM; 370,000 tested, 0.11% active;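 active = activation at 10 µM reaching about 35% in either raw or pattern-adjusted values, limit read from the data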
hcDAF-12 act = H. contortus DAF-12 nuclear receptor activators, primary screen, cell-based, luminescence, HEK293, lit1-tk-luc reporter. HEK293 hcDAF-12 lit1-tk-luc reporter; 0% DMSO, 100% Δ7-dafachronic acid. activation, % at 6.8 µM. 370,000 tested, 1.4% active. AID 652067, 2013;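 active = activation above the mean of all tested compounds plus 3 SD, cut at about 5.5% in these data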;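 note: 100% = response to 3 µM Δ7-dafachronic acid high control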
DAX1 inh-1 = DAX1 (NR0B1) inhibitors on StAR promoter, primary screen, cell-based, luminescence, SF-1 (NR5A1), full-length DAX-1; 370,000 tested, 1.1% active; HEK293T StAR-luciferase reporter, SF-1/DAX-1 repression relief; inhibition, % at 6.8 µM; AID 652010, 2013;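 active = inhibition above the mean over all tested compounds plus 3 SD, cut at about 3.6% in these data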;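 note: 0% = DAX-1 cells with DMSO and 100% = cells lacking DAX-1 with DMSO; higher inhibition means more luminescence from relief of DAX-1 repression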
hgDAF12 agonist = H. glycines DAF-12 receptor agonists, primary screen, cell-based, luminescence, HEK293, GAL4 fusion, UAS-luciferase. Nuclear hormone receptor DAF-12 (Heterodera glycines), GAL4 fusion. HEK293 GAL4-hgDAF12 UAS-luciferase reporter, agonist luminescence; normalized to butyrate control. activation, % at 6.8 µM. 370,000 tested, 1.8% active. AID 687014, 2013;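 active = activation above a cutoff set at the mean of all screened compounds plus 3 SD, cut at about 10% in these data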;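 note: 0% = DMSO wells and 100% = sodium butyrate wells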
ssDAF12 agonist = S. stercoralis DAF-12 nuclear receptor activators, primary screen, cell-based, luminescence, HEK293, GRIP1 co-expression, lit1-tk-luc | Nuclear hormone receptor DAF-12 (Strongyloides stercoralis) | HEK293 ssDAF-12/GRIP1 lit1-tk-luc reporter; % of 3 µM dafachronic acid response | activation, % at 6.8 µM | 370,000 tested, 1% active | AID 652126, 2013;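 active = activation above the mean over all tested compounds plus 3 SD, cut at about 0.9% in these data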;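 note: 0% = DMSO-only wells and 100% = 3 µM delta7-dafachronic acid wells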
DAX1 inh-2 = DAX1 (NR0B1) inhibitors, primary screen, cell-based, HEK293, Gal4-DAX1, luciferase luminescence; Nuclear receptor subfamily 0 group B member 1 (Homo sapiens), P51843; HEK293 Gal4-DAX1 luciferase reporter; inhibition, % at 6.75 µM; 340,000 tested, 0.99% active; AID 504766, 2011;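 active = inhibition above the mean over all tested compounds plus 3 SD, cut at about 4.2% in these data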;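 note: 0% = DAX1-transfected cells with DMSO and 100% = empty-vector control cells with DMSO; inhibition shows as a rise in luminescence from relieved DAX1 repression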
Target sequence (P51843 207-470 limits assumed): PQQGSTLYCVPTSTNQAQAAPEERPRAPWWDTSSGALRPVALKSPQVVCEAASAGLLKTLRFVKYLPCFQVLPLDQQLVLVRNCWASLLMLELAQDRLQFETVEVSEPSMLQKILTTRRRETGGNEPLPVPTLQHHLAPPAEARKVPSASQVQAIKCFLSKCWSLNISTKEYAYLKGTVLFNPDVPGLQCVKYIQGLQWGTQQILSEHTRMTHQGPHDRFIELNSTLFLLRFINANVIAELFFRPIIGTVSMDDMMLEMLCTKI
The depositor's hits bear a star; . = not tested or not shown.

SMILES	sPLA2-III inh	NPR1 activator	KLK7 zymogen act	FXN GAA850 act	SMARCA2 activ	NPR2 activator	hcDAF-12 act	DAX1 inh-1	hgDAF12 agonist	ssDAF12 agonist	DAX1 inh-2
O=C([C@H]1O[C@@H](n2ccc(=O)[nH]c2=O)[C@H](O)[C@@H]1O)N1CCC(F)(F)CC1	10	2	-0.8	.	-7	-3	0.4	0.2	-2.8	-1.2	.
Cn1c(=O)c(=O)n(C)c2cc([N+](=O)[O-])c([N+](=O)[O-])cc21	4	2	-0.3	2.7	0	-2	-1.0	-0.7	-2.7	-1.2	-0.8
CCOC(=O)[C@]12CCCC3=C1N(CCC3)C(=O)[C@@H](CC(=O)N1CCN(C(=O)C3CC3)CC1)C2	10	2	0.1	.	-3	7	0.1	0.5	-1.3	-1.5	.
CCOC(=O)Cc1csc(NC(=O)CSc2nnc(-c3ccc(OC)cc3)n2C)n1	2	3	0.0	0.9	0	-6	-1.3	0.1	0.1	-1.5	-0.2
Cc1nnc(SC(C)C(=O)Nc2ccc(Cl)cn2)n1Cc1ccccc1 (stereo unspecified)	1	-7	0.7	3.3	-4	-8	-1.9	-0.5	-0.1	-1.2	1.2
COc1ccccc1-c1noc(-c2ccccc2C(=O)NCc2ccco2)n1	0	1	0.3	0.0	1	-3	0.7	-1.4	-3.0	-1.7	0.5
CCOc1ccc(S(=O)(=O)NCCC(=O)OCC(=O)NC(=O)c2cccn2C)cc1	-12	0	0.5	-0.8	2	-1	0.4	0.3	0.4	-0.3	-1.2
COc1cccc(C(C(=O)NC2CCCCC2)N(C(=O)c2ccccn2)c2cccnc2)c1 (stereo unspecified)	-1	-5	-0.2	0.0	2	5	-1.2	0.0	-0.5	-1.1	1.8
CCOc1ccc2c(c1)c1nnc(SCC(=O)N3CCCCC3C)nc1n2C (stereo unspecified)	1	12	0.1	-0.9	-1	12	-2.1	-0.9	2.8	-1.3	0.2
Cn1nnnc1SCCNCc1cc(Cl)ccc1OCc1ccccc1	-8	-30	0.6	-1.9	-3	-15	-4.9	-0.5	-1.9	-1.9	-0.8
COc1ccccc1C(=O)N1CCC(C(=O)c2ccc(F)cc2)CC1	1	1	0.8	-1.3	-4	9	-1.2	-1.4	-2.2	-1.6	-0.2
O=C(Nc1ccc(Cl)cc1)C1CCCC1	4	-6	0.1	0.7	1	-5	-0.7	-0.2	-0.9	-0.4	2.6
CCCC1=Nc2cc(C(=O)N3CCN(c4ccccn4)CC3)ccc2Sc2ccc(C)cc21	-4	-5	0.3	3.6	-3	2	1.8	-0.4	-1.9	-0.8	0.2
Cc1cc(C)c2c(N)c(-c3nc4ccccc4[nH]3)sc2n1	-6	1	-34	2.3	9.2*	-1	16*	2.7	13*	2.6*	5.0*
CN1/C(=C\C(=O)COC(=O)Cn2nnc(-c3ccccc3)n2)C(C)(C)c2ccccc21	0	35	4.4	0.1	-5	5	-2.7	-1.8	-5.1	-1.7	-1.4
CC(C)c1ccc(Nc2nc(CC(=O)O)cs2)cc1	-2	-3	-0.2	6.5	7	-4	9.4*	3.0	22*	0.6	2.6
Cc1cccc(N2O[C@H]3C=CC2CCCC3)n1	0	2	0.0	0.7	-5	2	1.4	0.3	-0.7	-1.1	0.0
O=C(NCC1CCCO1)C12CN(Cc3ccccc3)CC1C(c1cccc([N+](=O)[O-])c1)=NO2 (stereo unspecified)	-13	0	0.5	0.4	0	2	-0.7	0.1	-1.4	-1.4	0.4
NC1=NC(=Nc2ccc(Cl)cc2)c2ccccc21	-4	2	-0.9	-0.5	1	0	0.0	-0.2	-3.8	-0.9	-0.5
N#Cc1nc(-c2ccc(F)cc2)oc1N1CCCC1	14	-8	0.8	3.6	-2	-4	-1.9	-0.1	1.9	-1.6	0.2
O=C(COC(=O)COc1ccccc1Cl)Nc1ccccc1OC(F)F	-6	0	0.2	-3.0	0	0	3.0	0.1	3.0	-0.3	0.7
COC(=O)c1ccccc1NC(=O)Cn1nnc(-c2ccc(OC)cc2)n1	-1	-4	0.4	-0.1	4	-1	-0.3	0.0	-1.9	-0.7	1.5
CCCC(=O)NC(=S)Nc1cccc(NC(=O)c2ccc(Cl)cc2Cl)c1	-6	-2	0.5	-0.1	2	3	-1.3	-0.2	-1.7	-0.7	-0.4
O=S(=O)(c1ccc(-c2nc3ccccc3s2)cc1)N1CCCC1	1	0	0.1	0.3	2	-2	-0.6	1.1	2.8	-1.2	1.4
Cc1ccc(C(=O)NCCNc2ncc(C(F)(F)F)cc2Cl)cc1[N+](=O)[O-]	-8	-2	-0.8	1.3	-5	-4	-1.6	-0.2	-3.4	-1.4	-0.5
CCN(CC)CC(=O)c1c(N)n(Cc2ccccc2)c(=O)n(C)c1=O	-1	0	-0.5	0.7	0	-5	0.2	0.3	-0.6	-1.3	-0.1
CC1=C(C(=O)OCC2CCCO2)C(c2ccc(Cl)c(Cl)c2)NC(=O)N1 (stereo unspecified)	4	-37	-1.0	3.0	-1	-20	-4.0	-0.9	-2.5	-2.1	.
Cc1ccc(F)cc1CNC(=O)C1CCC(=O)N(CCCN2CCCC2=O)C1 (stereo unspecified)	8	6	-0.2	1.1	1	5	-1.2	1.2	1.8	-0.2	0.9
CC(=O)c1ccc(NC(=O)/C(Cl)=C/c2ccccc2)cc1	-4	2	-0.3	1.4	9.7*	-1	3.7	3.4	17*	0.3	1.9
COC(=O)n1c(=O)oc2ccccc21	-6	2	0.9	0.1	1	5	-0.4	0.2	-0.1	-0.5	0.1
C=C(Br)Cn1c(CC(C)C)nc2ccccc21	0	-1	0.4	1.8	-3	-2	-2.3	-0.3	-1.9	-0.8	-0.2
c1ccc(CCc2nn3c(Cn4nnc5ccccc54)nnc3s2)cc1	0	2	0.2	-0.8	4	-2	0.0	0.3	1.1	-0.9	0.5
CCCCOC(=O)c1cccc(NC(=O)CCC(=O)O)c1	0	2	0.1	-2.9	2	1	-0.5	-0.4	0.3	-1.4	-0.2
Cc1nnsc1C(=O)N1CCC(CO)(Cc2ccccc2Cl)CC1	-4	2	-0.2	-1.3	0	1	-2.0	0.6	-1.3	-1.8	-1.6
COc1ccc(CNC(=O)c2sc(=O)n(Cc3ccccc3C)c2C)cc1	-1	-2	0.3	-2.9	-2	-3	-0.9	-1.0	-2.7	-1.0	.
CS(=O)(=O)N(CC(=O)O)c1cc(Cl)cc(Cl)c1	6	1	0.1	-0.8	4	-2	0.7	0.1	0.5	-0.4	2.2
CCc1ccc(Nc2nnc(SCC(=O)c3c(N)n(C4CC4)c(=O)[nH]c3=O)s2)cc1	-3	-5	0.0	0.6	1	3	0.1	-0.2	1.3	-1.4	0.9
O=C(COc1ccccc1[N+](=O)[O-])Nc1cc(C(=O)O)cc(C(=O)O)c1	6	2	0.1	1.8	-3	3	1.3	0.2	0.1	0.5	-0.5
CCn1c2ccc(OC)cc2c2nc3ccccc3nc21	-6	22	2.6	.	1	0	1.4	-0.6	0.5	-0.3	.
O=C(NN1C(=O)/C(=C/c2cccc(O)c2)SC1=S)c1ccccc1O	-14	2	1.0	0.6	-1	2	0.2	1.3	3.5	-1.2	0.2
CCn1c(/C=C2/C(=O)N(C)c3ccccc32)nc2ccccc2c1=O	7	-3	0.6	0.8	-2	-3	3.0	-1.2	5.2	-0.4	-2.3
FC(F)(F)c1ccc(N2CCN(c3cc(-c4ccccc4)nc4ncnn34)CC2)nc1	5	2	-0.5	0.7	-1	-1	-0.9	0.4	-2.6	-1.1	-1.1
COc1ccc(NS(=O)(=O)c2ccc(NC(=O)c3ccc(N(C)S(C)(=O)=O)cc3)cc2)c(OC)c1	-6	-4	0.0	-9.1	-3	0	-2.5	-2.5	-4.3	-2.3	-5.1
COc1ccc(CCNC(=O)C(=O)NCC2OCCN2S(=O)(=O)c2cccs2)cc1OC (stereo unspecified)	1	6	-0.1	-0.3	-1	4	-1.1	-0.5	0.6	0.2	-0.2
Cc1cc(C)cc(N2C(=O)CC(n3nc(C)cc3C)C2=O)c1 (stereo unspecified)	6	2	-0.1	1.2	-1	4	-0.1	0.2	-0.1	-1.2	2.1
CCOc1ccccc1OCC(=O)OC(C)C(=O)Nc1ncc(Cl)cc1Cl (stereo unspecified)	1	-1	0.2	-0.2	0	-1	-0.3	0.3	3.9	0.0	0.1
CCOc1ccc(NC(=S)NC23CN4CN(CN(C4)C2)C3)cc1	8	-3	0.0	-0.7	-1	2	-1.9	-0.1	-2.0	-1.0	1.2
CCOC(=O)c1oc2ccccc2c1CN1CCN(c2ccccc2)CC1	4	-4	-0.2	3.8	-5	-1	-0.9	-0.3	0.2	-1.4	2.4
CCSc1sc(CC)cc1C=O	4	1	0.9	1.8	0	1	0.8	-0.4	2.7	-0.3	-0.6
Cc1cc(C)c2c(n1)sc1c(N3CCCCC3)ncnc12	-4	-2	0.2	0.9	-2	0	-2.2	-0.1	0.4	-1.9	.
Going on with the list:
SMILES	sPLA2-III inh	NPR1 activator	KLK7 zymogen act	FXN GAA850 act	SMARCA2 activ	NPR2 activator	hcDAF-12 act	DAX1 inh-1	hgDAF12 agonist	ssDAF12 agonist	DAX1 inh-2
Nc1c(N(CCCO)C(=O)CCCN2C(=O)c3cccc4cccc(c34)C2=O)c(=O)[nH]c(=O)n1Cc1ccccc1	1	2	-0.6	-0.2	3	-2	-1.3	-0.8	1.0	-1.1	-0.2
O=C(NCc1cccnc1)C(=O)C1C(=O)Nc2ccccc21 (stereo unspecified)	4	0	0.3	-0.1	-4	-1	4.8	0.2	4.3	-0.3	0.3
O=S(=O)(c1cccc(C(F)(F)F)c1)N1CCN(C(=S)NCc2ccco2)CC1	-5	-6	-0.2	1.4	-4	-2	0.5	-0.6	-0.9	-1.8	-1.0
CC(Nc1nc2ccccc2n2cnnc12)c1ccccc1 (stereo unspecified)	2	-2	0.5	5.7	5	12	-0.9	-0.6	2.7	-1.5	0.2
O=C(CN1C(=O)C2C3C=CC(C3)C2C1=O)NCCc1ccccc1Cl (stereo unspecified)	-1	1	-0.2	-0.4	-2	-1	0.3	-0.7	1.3	-0.8	-0.4
